inhibitors of VEEV: inhibitors of VEEV TC-83 cytopathic effect, confirmation, Vero cells (AID 588727); Vero cells, VEEV TC-83 cytopathic effect inhibition; higher % means a stronger effect; one-dose inhibition, % at 20 µM; IC50 in µM for titrated hits; actives 0.13% (n = 350,000); in the data active means a potency from the dose series; inconclusive means inhibition mostly from about 14% at the one dose, without a potency; inactive means the rest, 99 in 100 with inhibition below about 12%; further: strong numbers were not always called active
tuberculosis growth: growth inhibition of non-replicating M. tuberculosis (AID 488890); actives 0.39% (n = 320,000); Mycobacterium tuberculosis non-replicating, growth inhibition; higher % means a stronger effect; inhibition, % at 25 µM; hits with a dose series show IC50 in µM; in the data active means a potency from the dose series; inconclusive means inhibition mostly from about 82% at the one dose, without a potency; inactive means the rest, 99 in 100 with inhibition below about 76%;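 further: plate controls were DMSO cells for no effect and high antibiotic wells for full effect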
H37Rv inhibition: M. tuberculosis growth inhibition, HTS (AID 449762) | M. tuberculosis H37Rv growth inhibition, 7H9 media; higher % means a stronger effect | inhibition, % at 25 µM, or IC50 in µM where a hit was titrated | actives 0.59% (n = 330,000); in the data active means a potency from the dose series; inconclusive means inhibition above about 70% without an active follow-up result;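 further: bacterial growth assessed after seven days of incubation; strong numbers were not always called active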
influenza NS1A: H1N1 influenza NS1A inhibitors, functional cell based assay (AID 504329); inhibition, % at 12.5 µM, or IC50 in µM where a hit was titrated; actives 0.3% (n = 340,000); NS1A functional cell-based assay, percent inhibition; higher % means a stronger effect; in the data active means a potency from the dose series; inconclusive means inhibition above about 27% without an active follow-up result; further: strong numbers were not always called active
PhoP GFP inhibition: PhoP regulon inhibitors, Salmonella typhi PhoP promoter GFP reporter, confirmatory (AID 1850) | Salmonella Typhi PhoP-promoter GFP reporter, fluorescence, 4 h; higher % means a stronger effect | inhibition, % at 50 µM, or IC50 in µM where a hit was titrated | actives 0.33% (n = 310,000); in the data active means a potency from the dose series; inconclusive means inhibition mostly from about 25% at the one dose, without a potency; inactive means the rest, 99 in 100 with inhibition below about 19%;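 further: 0% = induced wells with vehicle and 100% = uninduced wells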
inhibitors of VEEV 10K pilot screen: also measured in inhibitors of VEEV; calls as there; inhibition, %; measured here: 10K pilot screen inhibition
Starred values were filed as active, the others as inactive.

Results for CC(=O)NNC1=Nc2ccccc2N(C)C(C)C1 (stereo unspecified) ?
inhibitors of VEEV: 0.9%; tuberculosis growth: -2.8%; H37Rv inhibition: 1.7%; influenza NS1A: 10.3%; PhoP GFP inhibition: -5.8%

What do the screens show for `CN(CCc1ccccc1)C(=O)c1ccc(NC(=O)Cc2ccc(NC(=O)C3CCN(C(=O)C4CCC4)CC3)cc2)cc1`?
inhibitors of VEEV: inactive; influenza NS1A: -21.4%

What do the screens show for `COc1cccc(C(=O)OCc2cc(=O)oc3c(C)c(C)ccc23)c1OC`?
inhibitors of VEEV: 1.1%; tuberculosis growth: -1.8%; H37Rv inhibition: 5.0%; influenza NS1A: 2.7%; PhoP GFP inhibition: 13.2%

Results for CCOCCCNC(=O)CCN1C(=O)c2ccccc2Sc2ncccc21 ?
inhibitors of VEEV: 1.1%; tuberculosis growth: -0.5%; H37Rv inhibition: -1.3%; influenza NS1A: -15.5%; PhoP GFP inhibition: -10.0%

What do the screens show for `Cc1ccc2nc3c(cc(C(=O)NCC4CCCO4)c(=N)n3CC3CCCO3)c(=O)n2c1` (stereo unspecified)?
inhibitors of VEEV: 0.1%; tuberculosis growth: 4.0%; H37Rv inhibition: 6.5%; influenza NS1A: 3.6%; PhoP GFP inhibition: 1.9%

What do the screens show for `Cc1ccccc1-c1nc(CS(=O)(=O)CC(=O)NCCc2ccccc2)c(C)o1`?
inhibitors of VEEV: 2.2%; tuberculosis growth: 13.4%; H37Rv inhibition: -2.9%; influenza NS1A: 5.3%; PhoP GFP inhibition: 3.5%

What do the screens show for `COc1cccc(C(=O)NCC(=O)OCC(=O)Nc2ncc(Cl)cc2Cl)c1`?
inhibitors of VEEV: 1.1%; tuberculosis growth: -1.4%; H37Rv inhibition: -0.1%; influenza NS1A: 1.8%; PhoP GFP inhibition: 7.5%

Results for Cc1cccc(OCC(=O)Nc2ccccc2N2CCN(C(=O)C(C)C)CC2)c1C ?
inhibitors of VEEV: 6.1%; tuberculosis growth: 26.1%; H37Rv inhibition: -5.2%; influenza NS1A: -2.7%; PhoP GFP inhibition: -4.8%

How did Cc1ccc(NC(=O)c2cc3ccccc3o2)cc1S(=O)(=O)N(C)C do in these assays?
inhibitors of VEEV: 7.3%; influenza NS1A: 8.2%

Results for COc1ccc(NC(=O)C2(c3ccc(NC(=O)c4ccc(OC)c(OC)c4)cc3)CCCC2)cc1 ?
inhibitors of VEEV: inactive; tuberculosis growth: -3.9%; H37Rv inhibition: 5.4%; influenza NS1A: 2.0%; PhoP GFP inhibition: 5.9%

What do the screens show for `Cn1c(NC(=O)c2ccccc2)cc(=O)n(C)c1=O`?
inhibitors of VEEV: 0.2%; H37Rv inhibition: -6.7%; influenza NS1A: 5.3%

How did Cc1cccc(NC(=O)CN(C)C(=O)C2CCCC2)c1C do in these assays?
inhibitors of VEEV: inactive; tuberculosis growth: 2.6%; H37Rv inhibition: -12.2%; influenza NS1A: -2.1%

What do the screens show for `COCCn1c(=N)c(C(=O)NCCc2ccc(OC)cc2)cc2c(=O)n3cccc(C)c3nc21`?
inhibitors of VEEV: 10.8%; tuberculosis growth: -37.9%; H37Rv inhibition: 1.0%; influenza NS1A: -1.4%; PhoP GFP inhibition: -3.7%

What do the screens show for `CC(NC(=O)C1CCN(S(=O)(=O)c2ccc3c(c2)NC(=O)CO3)CC1)c1ccccc1` (stereo unspecified)?
inhibitors of VEEV: 1.3%; tuberculosis growth: -9.2%; H37Rv inhibition: -6.3%; influenza NS1A: 3.6%; PhoP GFP inhibition: 4.8%

How did CSc1cc(C)n(-c2ccc(Cl)cc2)c(=S)c1C(C)=O do in these assays?
inhibitors of VEEV: inactive; tuberculosis growth: 16.8%; H37Rv inhibition: -2.9%; influenza NS1A: 2.4%; PhoP GFP inhibition: 14.9%

What do the screens show for `CC(C)NC(=O)/C=C/C(=O)O`?
inhibitors of VEEV: 0.8%; tuberculosis growth: 8.5%; H37Rv inhibition: -6.4%; influenza NS1A: -10.0%; PhoP GFP inhibition: 2.2%

How did COc1ccc(N2C(=O)CC(NCC#N)C2=O)cc1 (stereo unspecified) do in these assays?
inhibitors of VEEV: 0.6%; tuberculosis growth: -1.9%; H37Rv inhibition: -2.6%; influenza NS1A: 0.6%; PhoP GFP inhibition: 0.5%

How did Cc1ccc(NC(=O)c2cc(NC(=O)/C=C\C(=O)O)ccc2N2CCCCC2)cc1 do in these assays?
inhibitors of VEEV: 0.8%; tuberculosis growth: 38.4%; H37Rv inhibition: -5.5%; influenza NS1A: 18.4%; PhoP GFP inhibition: -6.5%

What do the screens show for `CCOC(=O)c1c(NC2OC(=O)c3c2ccc(OC)c3OC)sc(C(=O)OC(C)(C)C)c1C` (stereo unspecified)?
inhibitors of VEEV: 1.4%; tuberculosis growth: 14.9%; H37Rv inhibition: 4.9%; influenza NS1A: -2.3%; PhoP GFP inhibition: -2.2%

What do the screens show for `CCOc1ccc(/C=N/NC(=S)NC2CC3C=CC2C3)cc1` (stereo unspecified)?
inhibitors of VEEV: 1.1%; tuberculosis growth: 26.7%; H37Rv inhibition: 4.5%; PhoP GFP inhibition: -1.1%

What do the screens show for `Cc1cc(C)c(S(=O)(=O)c2ccc(Cl)cc2)c(Cl)n1`?
inhibitors of VEEV: 3.0%; tuberculosis growth: 3.1%; H37Rv inhibition: -0.3%; influenza NS1A: -1.5%; PhoP GFP inhibition: 3.4%; inhibitors of VEEV 10K pilot screen: 7.8

How did CCC(CC)c1nnc(NC(=O)c2ccc(S(=O)(=O)N3CCc4ccccc4C3)cc2)s1 do in these assays?
inhibitors of VEEV: 0.9%; tuberculosis growth: -19.6%; H37Rv inhibition: 0.9%; influenza NS1A: 21.4%; PhoP GFP inhibition: -8.9%

What do the screens show for `O=C(NCCO)C(=O)NCC1OCCCN1S(=O)(=O)c1ccc2c(c1)OCCO2` (stereo unspecified)?
inhibitors of VEEV: 1.4%; tuberculosis growth: -2.4%; H37Rv inhibition: -23.5%; influenza NS1A: -14.2%; PhoP GFP inhibition: -4.2%

What do the screens show for `COc1ccc(C(=O)/C=C/c2ccccc2C(F)(F)F)cc1`?
inhibitors of VEEV: 1.0%; tuberculosis growth: 42.8%; H37Rv inhibition: -2.3%; influenza NS1A: -10.2%; PhoP GFP inhibition: 5.2%

How did Cc1c(OCC(=O)NCc2ccccn2)ccc2c3c(c(=O)oc12)CCCC3 do in these assays?
inhibitors of VEEV: 2.3%; tuberculosis growth: -9.9%; H37Rv inhibition: inconclusive; influenza NS1A: 5.5%; PhoP GFP inhibition: 7.5%

How did Cc1ccc(S(=O)(=O)N2CCCCC2)cc1NC(=O)c1ccc(Br)o1 do in these assays?
inhibitors of VEEV: 0.1%; tuberculosis growth: 16.0%; H37Rv inhibition: -12.0%; influenza NS1A: -3.5%

How did C=C[C@@H]1C2=CCOC(=O)C2=CO[C@H]1O[C@@H]1O[C@H](CO)[C@@H](O)[C@H](O)[C@H]1O do in these assays?
inhibitors of VEEV: 1.3%; tuberculosis growth: -6.8%; H37Rv inhibition: -8.2%; influenza NS1A: 4.0%

What do the screens show for `Cc1ccc(C)c(S(=O)(=O)N2CCN(C(=O)c3cnccn3)CC2)c1`?
inhibitors of VEEV: 0.8%; tuberculosis growth: -3.4%; H37Rv inhibition: -12.0%; influenza NS1A: -6.0%; PhoP GFP inhibition: -5.7%

What do the screens show for `O=C(CCC1CCCCC1)NCc1ccc(F)cc1`?
inhibitors of VEEV: 0.2%; tuberculosis growth: 5.27µM*; H37Rv inhibition: 2.9%; influenza NS1A: 0.2%; PhoP GFP inhibition: -3.5%

Results for Cc1ccc2nc(NC(=S)NC(=O)c3ccco3)sc2c1 ?
inhibitors of VEEV: 1.6%; tuberculosis growth: 49.1%; H37Rv inhibition: 3.0%; influenza NS1A: -1.2%; PhoP GFP inhibition: -5.5%

What do the screens show for `CCOc1ccc2nc(NC(=O)COc3ccc(N(C)S(=O)(=O)c4ccc(C)cc4)cc3)sc2c1`?
inhibitors of VEEV: 0.5%; tuberculosis growth: -2.3%; H37Rv inhibition: 2.0%; influenza NS1A: -3.2%; PhoP GFP inhibition: 5.9%

Results for Cc1ccc(CN2CC(C(=O)NC3CCCC(C)C3C)CC2=O)cc1 (stereo unspecified) ?
inhibitors of VEEV: 1.4%; tuberculosis growth: 6.5%; H37Rv inhibition: -12.6%; influenza NS1A: -6.9%

What do the screens show for `O=C(CCSc1nnc(-c2ccco2)o1)Nc1ccc(Cl)cc1`?
inhibitors of VEEV: 1.0%; tuberculosis growth: inconclusive; H37Rv inhibition: inconclusive; influenza NS1A: 9.4%; PhoP GFP inhibition: -8.1%

How did CCO[C@H]1OC(C(=O)NCc2nc3ccccc3[nH]2)=C[C@@H](C)[C@@H]1CCCO do in these assays?
inhibitors of VEEV: 0.1%; tuberculosis growth: -5.5%; H37Rv inhibition: -9.3%; influenza NS1A: 2.8%; PhoP GFP inhibition: -8.1%

Results for O=C(Nc1nc2ccccc2[nH]1)c1cccs1 ?
inhibitors of VEEV: 1.7%; tuberculosis growth: inconclusive; H37Rv inhibition: 7.9%; influenza NS1A: 1.8%; PhoP GFP inhibition: -9.1%

What do the screens show for `CCCN(CC(=O)Nc1cc(Cl)ccc1Cl)C(=O)c1ccccc1SCC(=O)N1CCCC1`?
inhibitors of VEEV: 7.9%; tuberculosis growth: 2.1%; H37Rv inhibition: -1.8%; influenza NS1A: 0.2%; PhoP GFP inhibition: -1.8%

Copied from the listing (two entries):
How did Cc1ccc(S(=O)(=O)N2CCCCC2)cc1NC(=O)c1ccc(Br)o1 do in these assays?
inhibitors of VEEV: 0.1%; tuberculosis growth: 16.0%; H37Rv inhibition: -12.0%; influenza NS1A: -3.5%

How did C=C[C@@H]1C2=CCOC(=O)C2=CO[C@H]1O[C@@H]1O[C@H](CO)[C@@H](O)[C@H](O)[C@H]1O do in these assays?
inhibitors of VEEV: 1.3%; tuberculosis growth: -6.8%; H37Rv inhibition: -8.2%; influenza NS1A: 4.0%

Additional structures
What do the screens show for `O=C(CSc1nc2cccnc2n1Cc1ccccc1)NCc1ccco1`?
inhibitors of VEEV: 0.5%; H37Rv inhibition: -4.4%; influenza NS1A: -4.6%; PhoP GFP inhibition: -0.4%

What do the screens show for `CCCn1cnc2scc(-c3ccc(C)c(C)c3)c2c1=O`?
inhibitors of VEEV: 4.6%; tuberculosis growth: 76.5%; H37Rv inhibition: 5.0%; influenza NS1A: -8.2%; PhoP GFP inhibition: -5.5%

Results for Cc1ccc(/C=C/C(=O)NCc2ccncc2)cc1 ?
inhibitors of VEEV: 0.1%; tuberculosis growth: -0.8%; H37Rv inhibition: 4.0%; influenza NS1A: -7.1%; PhoP GFP inhibition: 1.6%

How did C/C(=N\NC(=O)c1nnn(-c2nonc2N)c1CSc1ccccc1)c1cccnc1 do in these assays?
inhibitors of VEEV: 3.2%; tuberculosis growth: 6.7%; H37Rv inhibition: 7.8%; influenza NS1A: -2.8%; PhoP GFP inhibition: -4.7%

What do the screens show for `CC(=O)c1ccc(N2CCN(C(=O)C3CCN(S(=O)(=O)c4cccs4)CC3)CC2)cc1`?
inhibitors of VEEV: 2.5%; tuberculosis growth: -11.7%; H37Rv inhibition: -3.6%; influenza NS1A: -4.9%; PhoP GFP inhibition: 2.7%

What do the screens show for `COCCN(C(=O)COC(=O)CSc1ccc(Cl)cc1)c1c(N)n(Cc2ccccc2)c(=O)[nH]c1=O`?
inhibitors of VEEV: 2.0%; tuberculosis growth: -21.0%; H37Rv inhibition: -10.9%; influenza NS1A: -4.1%; PhoP GFP inhibition: -2.3%

What do the screens show for `O=C(NCCCn1ccnc1)c1ccc(Cl)cc1[N+](=O)[O-]`?
inhibitors of VEEV: 0.1%; tuberculosis growth: 2.0%; H37Rv inhibition: -0.4%; influenza NS1A: -2.0%; PhoP GFP inhibition: 19.4%

Results for COc1ccc(CC(=O)Nc2nnc(-c3cccc([N+](=O)[O-])c3)s2)cc1 ?
inhibitors of VEEV: inactive; tuberculosis growth: 4.1%; H37Rv inhibition: 5.4%; influenza NS1A: 22.8%; PhoP GFP inhibition: 11.1%; inhibitors of VEEV 10K pilot screen: 0.3

Results for Cc1nnc(C)c2c(C)n(-c3cccc4cccnc34)c(C)c12 ?
tuberculosis growth: 22.7%; H37Rv inhibition: 1.2%; PhoP GFP inhibition: 5.0%

How did CCN1C=C(Cc2ccccc2C)C2=C(C1)C(c1ccccc1C)C(C#N)=C(N)O2 (stereo unspecified) do in these assays?
inhibitors of VEEV: 9.6%; tuberculosis growth: 61.8%; H37Rv inhibition: 10.7%; influenza NS1A: -10.3%; PhoP GFP inhibition: 1.1%

Results for O=C(N/N=C\c1ccncc1)c1ccc(Cl)s1 ?
inhibitors of VEEV: 4.3%; tuberculosis growth: 16.4%; H37Rv inhibition: 9.2%; influenza NS1A: -6.3%; PhoP GFP inhibition: -0.4%
